From PubChem BioAssay
PHOSPHO1 inh = inhibitors of human PHOSPHO1 phosphatase; Q8TCT1; recombinant PHOSPHO1, absorbance phosphatase assay; inhibition, % at 13.3 µM; 1.1% of 290,000 active; AID 1565; in the data active = inhibition above about 60%
MEKK3 PB1 HTS = MEKK3-MEK5 PB1 interaction, increase or decrease. bead-based flow cytometry, Alexa488-MEK5 binding to MEKK3; actives lie on both sides; 0 = blocked by unlabeled MEK5, 100 = vehicle. binding response (% of control), % at 10 µM. 1.4% of 290,000 active;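 active = binding response more than 3 SD above or below the average of its plate-row segment, actives on both sides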;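 note: Alexa488 bead fluorescence after subtracting the streptavidin-only scavenger bead signal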
GalR3 antag = antagonists of human GalR3. O60755. HEK293 GalR3-CNG cAMP membrane potential fluorescence; galR3 body fused to GalR1 C-terminus. inhibition, % at 3 µM. 0.44% of 360,000 active. AID 651719;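 active = inhibition above the screen-wide average plus 3 SD, cut at about 13% in these data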;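 note: forskolin and galanin both at EC90 stimulate the cells; cAMP rise reported by CNG channel membrane potential dye signal; 0% = forskolin plus galanin with DMSO and 100% = forskolin alone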
CRFBP-R2 agonist = CRF-BP/CRF-R2 complex agonism; activation, % at 13.2 µM; HEK293 CRF-R2/CRF-BP, calcium dye fluorescence (FLIPR); percent of saturating CRF peptide response; 0.46% of 350,000 active;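 active = activation of at least 50%, plus an integration ratio under a set limit after plate pattern correction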;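 note: plate controls were neutral control wells without compound for no effect and CRF at EC100 for full effect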
CHRM4 PAM = CHRM4 positive allosteric modulation | P08173 | CHO-K1 hM4/Gqi5, Fluo-8 calcium fluorescence, ACh EC20; 0% = ACh EC20, 100% = maximal ACh | activation, % at 3 µM | 0.4% of 360,000 active;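 active = activation above its plate's cutoff, the mean activation of sample wells plus 3 SD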; note: some results filed as inactive read as strong as hits
IDE cell activ = activators of human insulin-degrading enzyme in cells. activation, % at 5.96 µM. HEK cells, FAbeta-B cleavage, fluorescence polarization; 0% vehicle, 100% cell-free pure enzyme wells. 0.073% of 340,000 active;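 active = activation above the mean of all tested compounds plus 3 SD, set per screening campaign, cut at about 17% in these data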
Target sequence (P14735 whole entry, looked up): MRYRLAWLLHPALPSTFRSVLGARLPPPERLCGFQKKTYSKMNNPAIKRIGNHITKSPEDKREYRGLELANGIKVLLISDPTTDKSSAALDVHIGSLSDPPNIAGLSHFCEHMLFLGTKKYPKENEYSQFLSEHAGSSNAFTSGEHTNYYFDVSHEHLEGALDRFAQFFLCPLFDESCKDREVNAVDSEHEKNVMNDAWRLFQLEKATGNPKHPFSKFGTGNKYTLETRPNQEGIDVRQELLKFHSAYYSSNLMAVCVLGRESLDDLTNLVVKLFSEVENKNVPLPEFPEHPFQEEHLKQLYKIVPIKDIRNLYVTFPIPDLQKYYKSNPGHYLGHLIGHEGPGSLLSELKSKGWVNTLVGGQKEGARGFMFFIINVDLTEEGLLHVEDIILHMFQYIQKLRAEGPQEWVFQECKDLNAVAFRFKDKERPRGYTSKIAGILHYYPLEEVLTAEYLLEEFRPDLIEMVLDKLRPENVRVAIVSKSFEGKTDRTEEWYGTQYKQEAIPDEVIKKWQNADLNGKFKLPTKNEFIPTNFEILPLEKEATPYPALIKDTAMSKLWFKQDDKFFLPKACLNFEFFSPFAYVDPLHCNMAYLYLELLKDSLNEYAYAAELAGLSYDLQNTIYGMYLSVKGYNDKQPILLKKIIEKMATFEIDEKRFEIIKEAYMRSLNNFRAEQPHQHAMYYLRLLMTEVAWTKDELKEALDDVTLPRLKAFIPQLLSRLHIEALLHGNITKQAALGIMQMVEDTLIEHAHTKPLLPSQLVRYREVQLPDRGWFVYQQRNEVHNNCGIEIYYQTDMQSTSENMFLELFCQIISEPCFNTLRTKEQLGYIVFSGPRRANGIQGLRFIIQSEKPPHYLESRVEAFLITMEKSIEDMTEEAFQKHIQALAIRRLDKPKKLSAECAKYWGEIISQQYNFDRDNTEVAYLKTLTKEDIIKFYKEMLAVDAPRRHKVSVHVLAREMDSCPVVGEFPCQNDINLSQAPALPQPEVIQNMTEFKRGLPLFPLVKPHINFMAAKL
CRFBP-R2 block = CRF-BP/CRF-R2 complex antagonism; HEK293 CRF-R2/CRF-BP, CRF-induced calcium fluorescence; 0.59% of 350,000 active; AID 588475; inhibition, % at 11.8 µM;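 active = inhibition of the ligand-induced calcium signal above about 50% at the single tested concentration, limit read from the data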
p-CIP stab down = compounds decreasing mouse p/CIP protein stability | Q05BA5 | F442A p/CIP-EGFP cells, EGFP fluorescence, 16 h | decrease of EGFP signal, % at 10 µM | 0.01% of 290,000 active;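 active = EGFP signal decrease of at least 30% at 10 µM or well 3 SD below plate mean, unless failing retest; inactive = the rest, including hits failing retest or dose response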; note: some compounds called inactive have numbers as strong as hits; many of its hits are not listed in these tables
IDE cell inh = inhibits human insulin-degrading enzyme in HEK cells; inhibition, % at 5.59 µM; P14735; FAbetaB cleavage, fluorescence polarization; 0.41% of 320,000 active;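 active = percent inhibition above the average of all tested compounds plus 3 SD, set per screening campaign, cut at about 16% in these data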;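 note: IDE supplied by intact live HEK cells; FP after avidin binding of uncleaved biotin substrate so inhibition keeps polarization high; 0% = DMSO wells and 100% = 60 µM reference IDE inhibitor Ii1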
Starred values were filed as active, the others as inactive; . = no result given.

compound | CRFBP-R2 agonist | GalR3 antag | PHOSPHO1 inh | p-CIP stab down | CHRM4 PAM | IDE cell activ | CRFBP-R2 block | IDE cell inh | MEKK3 PB1 HTS
O=C(Nc1ccc(F)cc1)Nc1cc(S(=O)(=O)N2CCOCC2)ccc1N1CCCC1 | -2.0 | 1 | 42 | -15 | 6 | 2 | -5 | 2 | 107
O=C1c2ccccc2C(=O)c2c1cccc2N(CCO)CCO | 8.1 | -7 | 19 | -27 | 5 | -3 | -18 | -2 | 104
O=C(NCc1ccccc1)NC(=O)c1ccc(Cl)cc1 | 3.4 | -4 | 10 | 6 | 1 | 2 | 21 | -1 | 102
COc1ccc(C(=O)N/N=C/c2ccc(OC)c(COc3ccc(F)cc3)c2)cc1 | 0.2 | -3 | 19 | -18 | -8 | -2 | 0 | -3 | 103
CCNc1nc(Cl)nc(-c2cn(-c3ccccc3)c3ccccc23)n1 | 0.8 | -10 | 3 | 0 | -6 | -1 | 32 | -2 | 85
COCCN1Cc2cc3cc(C)ccc3nc2SC1=Nc1cccc(OC)c1 | 9.3 | 8 | -5 | 7 | 6 | 3 | -19 | 2 | 102
O=C(Nc1ccc(OC(F)(F)F)cc1)c1ccc(-n2cncn2)nc1 | -0.8 | 0 | 48 | 0 | -5 | -4 | 2 | 2 | 83
CCO[C@H]1OC(C(=O)N2CCOCC2)=C[C@@H](C)[C@@H]1CCCO | 2.1 | -4 | -3 | -19 | 11 | 5 | 3 | -1 | 106
Cn1c(=O)c2c(ncn2CC(=O)OCC(=O)Nc2cccc(C#N)c2)n(C)c1=O | 0.5 | -8 | . | . | 1 | . | -4 | . | .
CCn1c(CCCOc2ccc(Cl)cc2Cl)n[nH]c1=S | -2.0 | 2 | -75 | -16 | -6 | -1 | -15 | 10 | 99
CCOc1ccc(S(=O)(=O)N2CCC(C(=O)N3CCCC3)CC2)cc1C | 0.0 | 1 | 35 | -7 | 2 | 2 | 1 | 4 | 97
COc1cccc(OCC(=O)NNC(=O)c2ccc(-c3ccccc3)cc2)c1 | 1.8 | -2 | 24 | -6 | -8 | -1 | 20 | 0 | 94
CCOC(=O)C1CCCN(Cc2nc(N)nc(Nc3ccccc3OC)n2)C1 (stereo unspecified) | -4.6 | 6 | -12 | -5 | 1 | 2 | -24 | 1 | 114
Cc1cc2cc(CNC(=O)c3ccc(C)c([N+](=O)[O-])c3)ccc2[nH]1 | -1.5 | . | -6 | -10 | -10 | 1 | 17 | 2 | 113
Cc1cc(C)c2c(-n3cccc3)c(C(=O)NNS(=O)(=O)c3ccccc3)sc2n1 | -2.2 | -2 | -1 | -14 | 2 | 2 | 0 | 2 | 102
CC(C)=NNc1nc(-c2ccc([N+](=O)[O-])cc2)cs1 | -0.8 | -3 | -103 | -2 | 7 | 6 | 14 | 2 | 113
COCCNc1oc(COc2cccc(C)c2)nc1C#N | -1.9 | -4 | -21 | -7 | 4 | 2 | 18 | 6 | 94
CC(=O)N1CCN(c2ccc(NC(=S)NC(=O)c3ccc(C)c([N+](=O)[O-])c3)cc2)CC1 | -0.6 | -4 | 13 | -3 | -6 | 4 | 13 | 2 | 92
Cc1cccc(C(=O)OCC(=O)NC(C)C2CC3CCC2C3)c1O (stereo unspecified) | -0.7 | -6 | . | . | 4 | 2 | 2 | -4 | .
O=C(O)C1CCCN1c1ncnc2ccccc12 (stereo unspecified) | -1.6 | -7 | 6 | -9 | 4 | 1 | 28 | 1 | 103
CN(C)C(=O)c1ccccc1-c1ccccc1 | 2.0 | -3 | 20 | -15 | 0 | 4 | -25 | 7 | 92
Clc1cccc(Cl)c1/C=C/c1ccn[nH]1 | -3.6 | -9 | 37 | 1 | -5 | 2 | 7 | -1 | 102
COc1ccc(C2(CNC(=O)c3cc([N+](=O)[O-])cc([N+](=O)[O-])c3)CCCC2)cc1OC | -2.7 | -4 | -9 | -4 | -6 | -2 | -8 | 3 | 103
COC(=O)CC1C(=O)NCCN1C(=O)CSc1nnc(Nc2ccc(C)cc2)s1 (stereo unspecified) | 0.0 | -1 | 38 | 3 | 1 | 1 | 2 | -1 | 98
CCn1c(Nc2ccccc2Cl)nc2ccccc21 | -0.6 | -4 | 23 | -8 | -7 | . | -13 | -4 | 97
CC(C)c1nnc(NC(=O)Cc2ccc(Br)cc2)s1 | 0.7 | -1 | 7 | -6 | 13 | -3 | -55 | 8 | 103
CCc1ccccc1N(CC(=O)NCCc1ccccc1)C(=O)CCC(=O)Nc1ccccn1 | 1.2 | -9 | -6 | -4 | -2 | 3 | -28 | 5 | 100
COCC(C)NC(=O)c1cc(OC)cc(OC)c1 (stereo unspecified) | 4.1 | -3 | 34 | -10 | 9 | 3 | 18 | -3 | 83
CCOc1ccc(C(NC(=O)/C=C/c2ccco2)c2ccc(OC)c(OC)c2)cc1 (stereo unspecified) | 0.3 | -1 | -3 | 1 | 2 | -4 | 12 | -1 | 119
NC(=O)c1nsc(C(=O)N(c2cccc(F)c2)C(C(=O)NCC2CCCO2)c2cccs2)c1N (stereo unspecified) | -1.4 | -5 | -1 | -4 | -4 | 7 | -24 | 1 | 102

An excerpt of these results, with two lines to a compound:
Every second line gives: CRFBP-R2 agonist | GalR3 antag | PHOSPHO1 inh | p-CIP stab down | CHRM4 PAM | IDE cell activ | CRFBP-R2 block | IDE cell inh | MEKK3 PB1 HTS
CCOc1ccc(C(NC(=O)/C=C/c2ccco2)c2ccc(OC)c(OC)c2)cc1 (stereo unspecified)
 : 0.3 | -1 | -3 | 1 | 2 | -4 | 12 | -1 | 119
NC(=O)c1nsc(C(=O)N(c2cccc(F)c2)C(C(=O)NCC2CCCO2)c2cccs2)c1N (stereo unspecified)
 : -1.4 | -5 | -1 | -4 | -4 | 7 | -24 | 1 | 102

Next results.
compound | CRFBP-R2 agonist | GalR3 antag | PHOSPHO1 inh | p-CIP stab down | CHRM4 PAM | IDE cell activ | CRFBP-R2 block | IDE cell inh | MEKK3 PB1 HTS
Cc1ccc(S(=O)(=O)CCC(=O)NCc2ccccc2)cc1 | -0.2 | -3 | 6 | -7 | 1 | 4 | 6 | 1 | 93
S=c1[nH]nc(-c2ccccn2)n1/N=C/c1ccc(Cl)c(Cl)c1 | -0.1 | -2 | 16 | -3 | -1 | . | 17 | 4 | 90
COc1cc(OC)c2ccc(=O)oc2c1C(CCN1CCN(c2ccccc2)CC1)c1ccc(N(C)C)cc1 (stereo unspecified) | -1.7 | -3 | -19 | 1 | -3 | -4 | 8 | 1 | 87
CCOc1ccc(NS(=O)(=O)c2cc(C(=O)N3CCN(c4ccccc4O)CC3)ccc2Cl)cc1 | -0.9 | -3 | . | . | -6 | -3 | 3 | . | .
COCCSc1nnc(NC(=O)C2CC(=O)N(CCc3ccc(F)cc3)C2)s1 (stereo unspecified) | -0.8 | -7 | 31 | -2 | -3 | 5 | 14 | 0 | 99
COc1ccc(CS(=O)(=O)c2ncn[nH]2)cc1 | -0.2 | -9 | . | 4 | -3 | -1 | -3 | 4 | 100
COC(=O)C(Cc1c[nH]c2ccccc12)NC(=O)CCNC(=O)c1ccco1 (stereo unspecified) | -1.2 | -1 | . | . | 6 | . | 7 | . | .
CCC(C)[C@H](NC(=O)NCc1ccc(Cl)cc1)C(=O)O (stereo partly specified) | -1.0 | -6 | 12 | -2 | 13 | 0 | 4 | 7 | 97
OC1(c2ccccc2F)CCN(Cc2nnnn2Cc2ccc(F)cc2)CC1 | 0.5 | -3 | 12 | -25 | 3 | 1 | 0 | 2 | 99
O=C(c1ccc(COc2ccc3c(c2)CCC3)o1)N1CCN(c2ccccc2)CC1 | -0.3 | -8 | . | . | -12 | 0 | 3 | 3 | 103
CC(=O)NCC(=O)NC1(C(=O)NC2CCCC2)CCCCC1 | 0.5 | -4 | 15 | 0 | -2 | 7 | -5 | -3 | 101
CC(C)(C)c1ccc(OCCC(=O)Nc2cccc(S(=O)(=O)NC3=NCCCCC3)c2)cc1 | 0.7 | -3 | . | . | -1 | -1 | -9 | . | .
O=C(NNC(=O)c1cc(-c2ccc(Cl)cc2Cl)nc2ccccc12)Nc1ccccc1 | 1.5 | -1 | 45 | 0 | 5 | -2 | 7 | -2 | 95
CSc1ccccc1C(=O)C1CCCN(C(=O)NC(C)C)C1 (stereo unspecified) | -0.5 | 4 | -6 | 3 | 4 | -1 | 10 | -4 | 89
Cc1ccnc(NC(=O)c2cc3ccccc3o2)c1 | -1.5 | -3 | . | . | -6 | 0 | -9 | -6 | .
CCn1c(SCC(=O)N2CCC(C)CC2)nnc1-c1ccc(S(=O)(=O)N2CCN(C)CC2)cc1 | 0.0 | -5 | -57 | -6 | 1 | 5 | 24 | 2 | 92
CCc1ccccc1NC(=O)Nc1cccn(Cc2ccccc2F)c1=O | -0.9 | -5 | 10 | -10 | -4 | 0 | 1 | -3 | 99
CCC1CCc2sc(C(=O)OCC(=O)N(CCOC)c3c(N)n(Cc4ccccc4)c(=O)[nH]c3=O)cc2C1 (stereo unspecified) | -0.1 | -5 | . | . | 6 | 1 | 0 | -3 | .
CCCC(=O)Nc1ccc2nc(SCC(=O)Nc3nccs3)sc2c1 | -0.6 | -2 | 52 | -5 | -3 | -4 | 1 | -4 | .
C=CCn1c(Br)nc2c1c(=O)n(C)c(=O)n2C | -3.4 | -4 | -2 | 2 | 8 | -3 | 11 | -1 | 97
O=[N+]([O-])c1ccccc1NCCNc1ncc(C(F)(F)F)cc1Cl | -1.1 | 1 | 6 | 9 | -8 | 2 | 13 | 2 | 112
CCN1CCN(S(=O)(=O)c2ccc(Cl)c(C(=O)N(C)C(c3ccccc3)c3ccccc3)c2)CC1 | -0.2 | 5 | . | . | 1 | -1 | 4 | -2 | .
CC(=O)Nc1ccc2nc(C3CCCCC3)[nH]c2c1 | 0.9 | -4 | 41 | -12 | -5 | 0 | -13 | -2 | 102
COc1ccc(-n2c(=O)n(Cc3ccccc3)c(=O)c3[nH]cnc32)cc1 | 0.9 | -3 | 36 | 9 | 2 | 3 | -24 | -6 | 74
N#Cc1ccccc1NC(=O)C(=O)NCC1CCCN1S(=O)(=O)c1cccs1 (stereo unspecified) | -1.0 | -2 | . | . | -5 | 4 | 12 | -1 | .
Cc1ccc(C)c(NC(=O)CN(C)C(=O)C2COc3ccccc3O2)c1 (stereo unspecified) | 0.2 | -7 | . | . | 11 | 2 | 0 | -5 | .
CCOC(=O)NNc1ccc(C(F)(F)F)cn1 | 0.8 | -3 | 25 | -10 | 9 | 9 | -13 | 1 | 95
CCC(=O)Nc1cccc(C2=NOC3(C2)C[C@@H](C(N)=O)N(C(=O)C(c2ccccc2)c2ccccc2)C3)c1 (stereo partly specified) | -1.2 | 0 | 48 | 2 | 2 | -5 | -1 | 4 | 100
Cn1cccc1/C=C1\SC(=S)N(NC(=O)c2cccc(Cl)c2)C1=O | 1.5 | -2 | -24 | 6 | -4 | -5 | 9 | -2 | 92
CC[C@H](C)[C@@H](C(=O)N1CCNCC1)n1cc([C@@H](N)CC(C)C)nn1 | -1.9 | -10 | 35 | -1 | 5 | -5 | -4 | -6 | 105
CCN(CC)S(=O)(=O)c1ccc(O)c(C(=O)OCC(=O)N(C)Cc2ccccc2)c1 | -1.1 | 0 | -8 | -4 | 2 | 2 | -7 | 2 | 100
C[C@@H](C(=O)N=c1sc2ccccc2n1C)N1C(=O)C2CC=CCC2C1=O (stereo partly specified) | -0.5 | -7 | . | . | -5 | 8 | -5 | . | .
Cc1cc(NC(=O)COC(=O)c2ccco2)no1 | 5.6 | -2 | -13 | 5 | 1 | 3 | 10 | 0 | 97
O=C(NC(=S)Nc1ccc(N2CCOCC2)cc1)c1ccc2c(c1)OCCO2 | 1.6 | -5 | -5 | -9 | -5 | 0 | -15 | 0 | 102
